Screening results as filed in PubChem.
C1s block: complement C1s protease inhibitors, primary screen, biochemical, 10-compound mixtures; mean inhibition % of two 10-compound mixtures (hits give high values), % at 5 µM (by protocol); purified C1s, fluorogenic AMC substrate, pooled mixtures; 0.16% of 62,000 active; AID 538, 2006; Complement C1s subcomponent (Homo sapiens), P09871;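 active = inhibition above 20% in each of the two 10-compound mixture wells holding the compound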;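 also: 0% = enzyme wells lacking compound mixture and 100% = no-enzyme blank wells; some compounds called inactive have numbers as strong as hits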
A340 absorber: compound light absorbance at 340 nm, profiling panel, artefact control, biochemical, MLSMR library, data from PS, PMK, MK assays | compound absorbance at 340 nm, fold over control | fold change at 10 µM | 65,000 tested, under 10 active;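 active = at 10 µM dose, initial 340 nm absorbance at least 2 fold that of control wells; inactive = change under 2 fold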;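 also: initial absorbance extrapolated from kinetic A340 decline of NADH oxidation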
CatB mix inh: cathepsin B inhibitors from pooled compounds, primary screen, biochemical, compound mixtures, AMC fluorescence; 0.06% of 62,000 active; P07858; Purified cathepsin B, AMC dipeptide fluorescence; AID 488, 2006; inhibition, %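 (ten-compound pools at 5 µM per compound and 50 µM total)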; in the data active = inhibition above about 22%, passing the limit was not always enough;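 also: 0% = enzyme without compound and 100% = no enzyme blank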
CatS inh: inhibitors of human cathepsin S, biochemical, compound mixtures; P25774; AID 501, 2006; 0.06% of 62,000 active; recombinant cathepsin S, AMC dipeptide fluorescence, pooled mixtures; inhibition, %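 (tested at 5 µM per compound within 10-compound mixtures)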; in the data active = inhibition above about 32%, passing the limit was not always enough;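 also: 0% = enzyme without compound and 100% = blank without enzyme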
Target sequence (P25774 115-331 limits assumed): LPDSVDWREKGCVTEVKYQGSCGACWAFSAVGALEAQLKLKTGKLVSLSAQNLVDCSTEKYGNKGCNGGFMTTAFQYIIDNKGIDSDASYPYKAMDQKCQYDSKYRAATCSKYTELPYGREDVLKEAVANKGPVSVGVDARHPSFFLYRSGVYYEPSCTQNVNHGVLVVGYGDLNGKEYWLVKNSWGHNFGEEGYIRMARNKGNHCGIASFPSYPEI
FXIa inh mix: FXIa protease inhibitors in compound pools, primary screen, biochemical, 10-compound mixtures; inhibition, % at 5 µM; Coagulation factor XI (Homo sapiens), P03951; 0.19% of 62,000 active; purified FXIa, fluorogenic substrate, pooled mixtures;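 also: each value is inhibition by a whole ten-compound pool holding the compound; 0% = enzyme with no mixture and 100% = wells lacking enzyme; strong numbers were not always called active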
Target sequence (P03951 19-387 limits assumed): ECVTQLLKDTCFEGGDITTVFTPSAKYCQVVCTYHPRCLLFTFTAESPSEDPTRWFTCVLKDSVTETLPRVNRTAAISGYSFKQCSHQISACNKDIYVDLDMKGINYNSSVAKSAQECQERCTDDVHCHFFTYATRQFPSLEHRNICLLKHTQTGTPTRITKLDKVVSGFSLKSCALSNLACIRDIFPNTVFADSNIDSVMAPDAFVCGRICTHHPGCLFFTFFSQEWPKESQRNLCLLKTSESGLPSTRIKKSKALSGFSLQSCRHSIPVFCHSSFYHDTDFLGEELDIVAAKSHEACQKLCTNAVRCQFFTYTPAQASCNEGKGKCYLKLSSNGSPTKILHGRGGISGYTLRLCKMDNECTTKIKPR
Target sequence (P03951 388-625 limits assumed): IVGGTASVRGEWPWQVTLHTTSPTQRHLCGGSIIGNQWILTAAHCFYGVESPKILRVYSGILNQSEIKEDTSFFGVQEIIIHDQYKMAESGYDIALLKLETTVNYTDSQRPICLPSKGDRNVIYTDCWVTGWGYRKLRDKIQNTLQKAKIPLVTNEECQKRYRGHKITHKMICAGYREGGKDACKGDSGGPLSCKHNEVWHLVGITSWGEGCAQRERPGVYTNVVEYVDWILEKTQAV
CatL block: inhibitors of human cathepsin L, biochemical. Procathepsin L (Homo sapiens), P07711. purified cathepsin L, fluorogenic substrate, fluorescence. inhibition, %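 (tested at 10 µM)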. 0.17% of 58,000 active. AID 460, 2006; in the data active = inhibition above about 45%;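 also: 0% = enzyme with no compound and 100% = no enzyme blank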
CatB inh: human cathepsin B inhibitors, primary screen, biochemical, fluorogenic substrate. 0.1% of 63,000 active. P07858. inhibition, %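 (tested at 10 µM)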. purified cathepsin B, fluorescence. AID 453, 2006; in the data active = inhibition above about 21%;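 also: 0% = enzyme with no compound and 100% = no enzyme blank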
FXIIa inh mix: human factor XIIa inhibitors, primary screen, biochemical, pooled compound mixtures, fluorogenic substrate | purified FXIIa | inhibition, % at 5 µM | 0.2% of 62,000 active | AID 684, 2007;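 also: 0% = enzyme without compound and 100% = no enzyme blank; some results filed as inactive read as strong as hits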
CatG inh: human cathepsin G inhibitors, primary screen, biochemical, pooled compound mixtures, AMC fluorescence; P08311; purified enzyme, AMC-tetrapeptide fluorescence; inhibition, % at 5 µM (by protocol); 0.2% of 62,000 active; AID 581, 2007;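 active = inhibition above 20% in each of the two mixture wells holding the compound; inactive = inhibition of 20% or less in either well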;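 also: 0% = enzyme control without mixture and 100% = blank lacking enzyme; strong numbers were not always called active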
The depositor's hits bear a star; . = not tested or not shown. Rule as the data show it, unless noted: active = inhibition above about 20% (passing the limit was not always enough); inactive = the rest. An excerpt (hit frequency here may not be typical).

SMILES	C1s block	A340 absorber	CatB mix inh	CatS inh	FXIa inh mix	CatL block	CatB inh	FXIIa inh mix	CatG inh
CCCc1nc2c(o1)CC(CC(C)SCC)CC2=O (stereo not given)	-17	1	9	16	5	13	0	11	0
COc1ccc(N(CC(=O)N2CCN(Cc3ccc4c(c3)OCO4)CC2)S(C)(=O)=O)cc1OC	-40	1	0	1	-6	8	5	-17	5
Cc1c(C(=O)NCCCN2CCOCC2)sc2ncnc(N3CCN(c4ccccc4)CC3)c12	-3	1.1	0	1	-5	-5	2	-19	-2
COc1ccc(CNc2oc(C)nc2C#N)cc1	15	1	1	-1	11	.	0	7	7
NC(=O)C1CCN(C(=O)c2cc3n(n2)C(C(F)(F)F)CC(c2ccco2)N3)CC1 (stereo not given)	1	0.97	-1	9	9	4	-3	11	5
Clc1ccc(-c2nc(NCCN3CCOCC3)c3ccccc3n2)cc1	-23	1.1	1	4	3	.	.	6	1
CC(=O)c1c(C)[nH]c(C(=O)CSc2nc3ccccc3c(=O)n2CCCN2CCOCC2)c1C	-39	1.1	-2	-1	14	.	-5	32	4
CCN1CCN(C(=O)Nc2cccc3ccccc23)CC1	9	1	1	-5	7	-8	-5	4	8
Cc1cc(C)nc(N2CCCC(C(=O)Nc3ccc4nc(C)c(C)nc4c3)C2)n1 (stereo not given)	10	1	2	-4	5	-5	-2	6	-8
Cc1ccc(S(=O)(=O)N2CCOCC2)cc1C(=O)NC1CCCCC1	1	0.97	6	-2	25	2	-5	3	0
Cc1cnc(NC(=O)COc2ccccc2)s1	-6	1	-2	0	0	24	0	7	-1
Cc1ccc(Nc2nc(=O)c3cccnc3s2)cc1	-2	1.1	-5	0	5	1	-3	4	-3
O=C(Cc1cccs1)N1CCC(c2nc3c(nnn3Cc3ccccc3Cl)c(=O)[nH]2)CC1	4	0.98	1	4	0	.	3	1	0
CCC(=O)c1ccc(OCCN2CCOCC2)cc1	13	0.98	5	-4	5	8	-2	7	7
Cc1nc2ccccc2c(=O)n1/N=C/c1ccc(O)cc1	-3	1.1	-5	-3	-3	-16	0	4	8
CCOC1CCCCC1NS(=O)(=O)c1ccc(Cl)cc1 (stereo not given)	-16	1.1	0	-5	8	2	3	8	-4
CC(C)n1c(C(O)c2ccc3c(c2)OCO3)nc2ccccc21 (stereo not given)	0	1	-1	-6	2	-9	-2	-2	-3
O=C(c1ccccc1)N1CCN(C2CC(=O)N(CCc3ccccc3)C2=O)CC1 (stereo not given)	0	1	1	4	4	-6	1	7	0
COc1cccc(-n2nnc3c(=O)n(CC(=O)NCC4CCCO4)cnc32)c1 (stereo not given)	15	1	3	12	1	.	1	2	9
O=C(Nc1ccc(O)cc1)c1cc2n(n1)C(C(F)(F)F)CC(c1ccco1)N2 (stereo not given)	-1	1	0	5	-2	23	3	9	8
CCOC(=O)COc1ccc(S(=O)(=O)NCc2ccncc2)cc1	0	1.1	5	2	6	2	-4	5	1
CCOc1cc(-c2nc(-c3ccc(C)nc3OC)no2)cc(OCC)c1OCC	18	1.1	3	8	2	19	2	-8	14
CC1CC(=O)C2=C(C1)OC(N)=C(C#N)C2c1coc2ccccc2c1=O (stereo not given)	-80	1	5	-6	-6	0	1	6	-8
CCC(=O)OC1CSc2nc3ccccc3n2C1 (stereo not given)	-69	0.97	-1	3	7	-6	4	1	-2
COc1ccccc1NC(=O)CN1CCN(CC(=O)Nc2ccc(F)cc2)CC1	-8	1	3	10	-2	9	1	-16	19
Remaining list, next part:
SMILES	C1s block	A340 absorber	CatB mix inh	CatS inh	FXIa inh mix	CatL block	CatB inh	FXIIa inh mix	CatG inh
c1ccc(-c2cnnc(SCc3cn4cccnc4n3)n2)cc1	7	1.1	2	3	3	13	2	-2	20
O=C(c1ccccc1)N1CCN(CC2CC=CCC2)CC1 (stereo not given)	16	1	5	-8	1	-5	5	9	12
CC(=O)c1ccc(N2CCN(C(=O)c3ccc4c(=O)n(-c5ccccc5)c(=O)[nH]c4c3)CC2)cc1	-10	1.3	5	4	5	5	4	2	13
CCc1nnc(NC(=O)c2cccc(S(=O)(=O)N3CCc4ccccc43)c2)s1	-22	1	1	-8	2	.	1	-5	3
CCOc1cc2[nH]c(=O)n(CC3CCC(C(=O)NCCCOC)CC3)c(=O)c2cc1OCC (stereo not given)	-48	1	5	16	-1	1	7	-1	4
Cc1noc(C)c1C(=O)NC(C)c1ccc2c(c1)OCO2 (stereo not given)	-14	1	4	25	2	19	6	4	-9
COCc1nnc(NC(=O)CSc2ccccc2)s1	16	1.1	5	-1	1	1	5	9	8
C=C(C)CSc1nc2c(c(=O)[nH]c(=O)n2C)n1CCC(C)C	-8	1	-1	-7	5	12	3	6	-3
O=C(Nn1cnnc1)c1ccc(F)c(S(=O)(=O)N2CCCCC2)c1	-10	0.99	1	-1	-5	13	7	-1	1
O=C(C1CCC(=O)N1Cc1cccnc1)N1CCN(c2ccc(F)cc2)CC1 (stereo not given)	15	1	-1	10	8	1	3	-8	7
COC(=O)c1ccc(Oc2cc(C)nc(NCc3ccccc3)n2)cc1	-1	0.97	2	1	5	-2	0	0	-3
Cc1cccn2c(=O)c3cc(C(=O)NC(C)C)c(=N)n(Cc4ccncc4)c3nc12	-105	1	-15	-31	-42	-372	-30	0	-41
CCOC(=O)c1sc(NC(=O)CSc2nnc(-c3ccco3)n2CC)c(C(=O)OCC)c1C	-9	0.98	4	-3	-4	7	1	-8	0
CN(CC(=O)Nc1ccc2c(c1)OCCO2)S(=O)(=O)c1cccc2cccnc12	-55	1	5	19	1	10	9	9	-13
CN(C)S(=O)(=O)c1ccc(/C(O)=C2/C(=O)C(=O)N(CCN3CCCCC3)C2c2cccnc2)cc1 (stereo not given)	-10	1.1	2	2	3	3	1	5	-16
CSCC[C@@H](Nc1nc(-c2ccccc2)nc2c1oc1ccccc12)C(=O)O	6	1	-1	4	10	11	-2	-3	8
Cn1cccc1C(=O)N1CCN(c2cccc(C(F)(F)F)c2)CC1	-26	1	5	3	26	16	-5	1	4
Cc1noc(C)c1S(=O)(=O)N(C)CC(=O)NCc1ccccc1	-13	0.98	-5	3	3	15	-2	-2	-1
CCOC(=O)c1c(C)[nH]c2ccc(O)cc12	6	1	2	-4	3	-5	-1	7	8
Cc1ccccc1NCc1ccccc1O	-8	1	4	-8	9	1	0	-1	6
COc1ccc(Oc2cn[nH]c2-c2ccc(O)cc2O)cc1	-2	1	-2	-2	4	20	4	1	6
O=C(O)CCC(=O)Nc1ccc(N2CCCCCC2)cc1	-2	1.1	2	0	0	11	7	1	7
CCCOc1ccc(-c2nnn(CC(=O)Nc3cccc(C(=O)OC)c3)n2)cc1	-49	1	-9	-28	-15	2	-3	-22	-16
CC(C)NS(=O)(=O)c1ccc(OCC(=O)Nc2ccccc2F)cc1	-55	1	-6	-5	-3	14	-3	4	-11
CC(Sc1cccc2cccc(C(=O)O)c12)C(=O)O (stereo not given)	15	1.1	14	0	16	.	4	6	21
Additional entries
SMILES	C1s block	A340 absorber	CatB mix inh	CatS inh	FXIa inh mix	CatL block	CatB inh	FXIIa inh mix	CatG inh
Cc1ccc(Cn2c(=O)c3c(nc4n3CCN4Cc3ccco3)n(C)c2=O)cc1	12	1	5	1	8	-1	0	6	9
Nc1nc(N2CCCCC2)nc(N(c2ccccc2)c2ccccc2)n1	15	0.99	2	11	6	7	3	9	3
CCOC(=O)N1CCN(c2ccc(C(=O)c3cccc(F)c3)cc2)CC1	7	1.1	25	7	3	2	3	3	6
COc1cccc(OC)c1OCCCCN1CCCC1	0	1.1	-1	11	11	26	1	4	3
Cc1cc(CN2C(=O)c3ccccc3C2=O)no1	-22	1	-3	-12	4	-10	.	1	-7
Cc1[nH]c(=S)[nH]c(=O)c1CCOc1ccccc1	2	1	4	-4	5	-8	-9	4	0
Cc1ccc(S(=O)(=O)Nc2nc3ccccc3nc2NCc2ccco2)cc1	0	1.1	3	17	2	0	5	12	1
COc1ccc(-n2nnc3c(=O)n(CC(=O)OCc4ccccc4)cnc32)cc1	14	1.1	2	-1	4	.	-1	4	8
O=C(COC(=O)Cc1cccc(C(F)(F)F)c1)NCC1CCCO1 (stereo not given)	1	1	1	13	0	-3	3	9	6
N#CC1=C(N)OC2=C(C(=O)CCC2)C1c1ccncc1 (stereo not given)	1	1	-2	3	9	16	3	14	3
Cc1ccc(Cl)cc1N1CCN(C(CC(C)C)c2nnnn2CC2CCCO2)CC1 (stereo not given)	2	0.99	5	3	9	10	-5	4	-1
O=C1N=C(N2CCCCC2)SC1=C1CCCC1	1	1	-3	-11	5	-2	-4	3	-4

A section from the list above, for reference:
SMILES	C1s block	A340 absorber	CatB mix inh	CatS inh	FXIa inh mix	CatL block	CatB inh	FXIIa inh mix	CatG inh
CCOC(=O)c1sc(NC(=O)CSc2nnc(-c3ccco3)n2CC)c(C(=O)OCC)c1C	-9	0.98	4	-3	-4	7	1	-8	0
CN(CC(=O)Nc1ccc2c(c1)OCCO2)S(=O)(=O)c1cccc2cccnc12	-55	1	5	19	1	10	9	9	-13
CN(C)S(=O)(=O)c1ccc(/C(O)=C2/C(=O)C(=O)N(CCN3CCCCC3)C2c2cccnc2)cc1 (stereo not given)	-10	1.1	2	2	3	3	1	5	-16
CSCC[C@@H](Nc1nc(-c2ccccc2)nc2c1oc1ccccc12)C(=O)O	6	1	-1	4	10	11	-2	-3	8
Cn1cccc1C(=O)N1CCN(c2cccc(C(F)(F)F)c2)CC1	-26	1	5	3	26	16	-5	1	4
Cc1noc(C)c1S(=O)(=O)N(C)CC(=O)NCc1ccccc1	-13	0.98	-5	3	3	15	-2	-2	-1
CCOC(=O)c1c(C)[nH]c2ccc(O)cc12	6	1	2	-4	3	-5	-1	7	8
Cc1ccccc1NCc1ccccc1O	-8	1	4	-8	9	1	0	-1	6
COc1ccc(Oc2cn[nH]c2-c2ccc(O)cc2O)cc1	-2	1	-2	-2	4	20	4	1	6
O=C(O)CCC(=O)Nc1ccc(N2CCCCCC2)cc1	-2	1.1	2	0	0	11	7	1	7
CCCOc1ccc(-c2nnn(CC(=O)Nc3cccc(C(=O)OC)c3)n2)cc1	-49	1	-9	-28	-15	2	-3	-22	-16
CC(C)NS(=O)(=O)c1ccc(OCC(=O)Nc2ccccc2F)cc1	-55	1	-6	-5	-3	14	-3	4	-11
CC(Sc1cccc2cccc(C(=O)O)c12)C(=O)O (stereo not given)	15	1.1	14	0	16	.	4	6	21
Cc1ccc(Cn2c(=O)c3c(nc4n3CCN4Cc3ccco3)n(C)c2=O)cc1	12	1	5	1	8	-1	0	6	9
Nc1nc(N2CCCCC2)nc(N(c2ccccc2)c2ccccc2)n1	15	0.99	2	11	6	7	3	9	3
CCOC(=O)N1CCN(c2ccc(C(=O)c3cccc(F)c3)cc2)CC1	7	1.1	25	7	3	2	3	3	6
COc1cccc(OC)c1OCCCCN1CCCC1	0	1.1	-1	11	11	26	1	4	3
Cc1cc(CN2C(=O)c3ccccc3C2=O)no1	-22	1	-3	-12	4	-10	.	1	-7
